Cneo AK release: Cryptococcus neoformans cell lysis inducers, primary screen, AK release luminescence, single concentration | AID 651654, 2012 | lysis activity, % at 15 µM | C. neoformans lysis, adenylate kinase release luminescence, 4 h; normalised: neutral wells 0, clomiphene wells 100 | 360,000 tested, 0.2% active;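 active = mean lysis activity across replicates of at least 80%, whatever share of replicates individually reach that level; inactive = mean lysis activity below 80%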
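Assay system: log-phase C. neoformans yeast / Quantity: yeast cell density of 5 × 10^6 cells/mL / Medium: fresh YPD growth medium / Compound: single dose / Timing: static 4 h at 37 °C with compound, 1 h detection / Measured by: adenylate kinase release luminescence / Read-out: lysis from increased AK signal / Benchmarks: Clomiphene as positive lysis control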
LGR2 inh: inhibitors of bursicon-induced LGR2 CRE-luciferase signal, primary screen, cell-based, HEK293, CRE-luciferase reporter, bursicon stimulation; bursicon-stimulated, 4 h; inhibition, % at 9.99 µM; Drosophila bursicon receptor LGR2 (rickets); 380,000 tested, 0.35% active; AID 720647, 2013;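 active = drop in luminescence signal, shown as inhibition above about 50% in the replicate tests, limit read from the data, passing the limit was not always enough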;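 note: agonist challenge used bursicon conditioned medium at about half maximal strength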
PGC1a acetyl inh: inhibitors of PGC1a acetylation signal, primary screen, cell-based, U2OS, AlphaScreen, inhibitor mode; AlphaScreen anti-acetyl-lysine; with virally co-expressed GCN5 acetyltransferase; inhibition, % at 15.6 µM; 350,000 tested, 0.17% active;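 active = every replicate shows inhibition of at least 40%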;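 note: 0% = neutral control wells and 100% = positive control wells; some results beyond the cut were filed as inactive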
EWS-Fli inh: EWS/Fli-driven NR0B1 reporter inhibitors, primary screen, A673 cells, NR0B1 luciferase, luminescence, MLPCN library; 350,000 tested, 0.67% active; viability-normalised; inhibition, % at 12.6 µM;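 active = mean inhibition of at least 50% after viability correction, with every replicate also passing that limit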;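 note: firefly luciferase signal divided by Alamar Blue viability fluorescence both relative to DMSO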
PAX8 reporter: inhibitors of PAX8-driven TPO luciferase reporter, primary screen, RMG-I cells, single concentration. 360,000 tested, 1.2% active. inhibition, % at 12.6 µM. AID 652154, 2013. SteadyGlo, 24 h;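 active = mean replicate inhibition at least 60% with every replicate also reaching 60%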;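 note: luciferase light reporting Pax8 driven TPO promoter activity; plate controls were median of neutral control wells for no effect and mitoxantrone controls for full effect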
Casp6 inh: human caspase-6 inhibitors, primary screen, biochemical, VEID-R110 fluorescence, single point, set 2; purified caspase-6, Z-VEID-R110 cleavage fluorescence; P55212; inhibition, % at 12.5 µM; 350,000 tested, 0.53% active;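 active = mean inhibition across replicates at least about 35%, with every replicate also reaching that limit, limit read from the data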;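 note: 0% = median of neutral control wells and 100% = no fluorescence left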
Target sequence (P55212 24-179 limits assumed): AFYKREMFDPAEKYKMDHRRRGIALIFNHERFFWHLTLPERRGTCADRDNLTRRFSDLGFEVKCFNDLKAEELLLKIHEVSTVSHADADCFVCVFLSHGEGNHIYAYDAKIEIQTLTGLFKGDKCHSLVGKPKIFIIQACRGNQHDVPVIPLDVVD
Target sequence (P55212 194-293 limits assumed): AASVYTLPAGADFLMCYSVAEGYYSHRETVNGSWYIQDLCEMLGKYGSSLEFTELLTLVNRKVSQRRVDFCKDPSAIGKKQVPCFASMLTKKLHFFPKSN
miR122 inh: miR-122 Renilla sensor signal increase in Huh7, primary screen, miR-122 inhibitor project, cell-based, single point, plate reader. 340,000 tested, 0.3% active. Huh7 miR-122 Renilla luciferase sensor, 48 h; neutral wells = 0, positive control = 100. activation (reporter increase), % at 12.5 µM;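 active = mean replicate activation score at least 90 and every replicate individually at or above 90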;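 note: higher luciferase means less miR-122 activity so hits act as miR-122 inhibitors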
FN deposit inh: inhibitors of fibronectin matrix deposition, primary screen, AH1F cells, Alexa488-fibronectin fluorescence, plate reader | 350,000 tested, 0.086% active | AH1F fibroblasts, overnight | inhibition, % at 12.6 µM | AID 743247, 2014;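 active = mean inhibition across replicates of 30% or more, regardless of how many single replicates reach that level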;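 note: positive control wells lacked labelled fibronectin entirely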
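Material – AH1F fibroblast monolayer, labelled fibronectin deposition · Reagent – labelled fibronectin 24 nM · Timing – 1 h adhesion, overnight exposure · Measured by – fluorescence at 485 nm excitation, 525 nm emission · Read-out – inhibition of fibronectin deposition signal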
* marks the source's active call; other numbers are inactive results; nt = no result given; [ ] = another dose, or the depositor's remark.

1: CCC1CCCCN1CCCNC(=O)CN1C(=O)COc2ccc(S(=O)(=O)N3CCOCC3)cc21 (centres undefined)
2: O=C(CCC(=O)N1CCN(S(=O)(=O)c2ccc(Cl)cc2)CC1)NCc1ccccc1
3: O=C(CC1S/C(=N/N=C/c2cccs2)NC1=O)Nc1ccccc1F (centres undefined)
4: O=C(c1cc2cc(Cl)ccc2[nH]1)N1CCN(c2ccc(F)cc2)CC1
5: O=c1[nH]c(C2CCN(S(=O)(=O)c3ccc(C(F)(F)F)cc3)CC2)nc2c1nnn2Cc1ccccc1
6: COC(=O)c1c(N(S(C)(=O)=O)S(C)(=O)=O)sc2c1CCN(c1ncc(C(F)(F)F)cc1Cl)C2
7: CCOC(=O)c1cc(C#N)c(Nc2ccc(C)cc2)nc1C(F)(F)F
8: CCOC(=O)Cn1c(=O)oc2cc(S(=O)(=O)N3CCCC(C)C3)ccc21 (centres undefined)
9: C[C@@H]1CN([C@H](C)CO)C(=O)c2cccc(NS(C)(=O)=O)c2O[C@H]1CN(C)C
10: COC(=O)c1cn(CC(C)n2c(=O)c3ccccc3n2Cc2cc(C(C)C)no2)nn1 (centres undefined)
Screen / compound no.	1	2	3	4	5	6	7	8	9	10
PGC1a acetyl inh	-9	16	nt	4	nt	7	-6	8	16	nt
EWS-Fli inh	-13	nt	2	3	13	nt	-4	1	4	14
Casp6 inh	-8	nt	-4	-1	-3	nt	13	0	2	-3
PAX8 reporter	-5	20	0	19	24	8	4	-3	-19	-6
Cneo AK release	-9	1	nt	-6	-1	6	12	-1	47	nt
LGR2 inh	-4	8	-22	-3	-17	nt	-4	11	4	-11
miR122 inh	-5	0	nt	22	-4	6	-19	nt	1[16.7 µM]	nt
FN deposit inh	-1	-1	-4	0	1	7	6	0	nt	-1

11: CCOC(=O)c1c(C2CC2)csc1NC(=O)COC(=O)c1cc(OC)c(OC)cc1[N+](=O)[O-]
12: Cc1ccc(S(=O)(=O)N(C)C)cc1NC(=S)Nc1ccc2cn[nH]c2c1
13: COc1ccc(S(=O)(=O)N(C)C[C@H]2Oc3ccc(NS(=O)(=O)c4ccc(C)cc4)cc3CC(=O)N([C@H](C)CO)C[C@H]2C)cc1
14: CCC(=O)N1C[C@@H](C)[C@H](OC)CN(C)C(=O)c2cc(NC(=O)C3CC3)ccc2OC[C@@H]1C
15: O=C(C1CCN(S(=O)(=O)c2cccc3nsnc23)CC1)N1CCN(c2ccccc2F)CC1
16: CC(C)c1nc(NCCO)c(C#N)c2c1CCCC2
17: C[C@@H]1CN([C@@H](C)CO)C(=O)c2cccc(NS(=O)(=O)c3ccc(Cl)cc3)c2O[C@H]1CN(C)S(=O)(=O)c1ccc(F)cc1
18: CC(CCc1ccccc1)NC(=O)CN1CCN(Cc2ccc(Cl)cc2)C1=O (centres undefined)
19: COc1cccc(CNCc2ccc3c(c2)OCO3)c1
20: CC(C)(C)n1nnnc1C(c1ccncc1)N1CCCCCC1 (centres undefined)
Screen / compound no.	11	12	13	14	15	16	17	18	19	20
PGC1a acetyl inh	-6	24	-8	14	-4	30	10	7	5	3
EWS-Fli inh	8	-14	11	-2	nt	-3	-5	3	8	nt
Casp6 inh	-1	13	nt	7	2	-1	nt	2	-2	nt
PAX8 reporter	9	-22	1	nt	5	-15	-14	20	-21	nt
Cneo AK release	nt	nt	0	-2	-4	-3	5	-1	-7	-1
LGR2 inh	-11	5	21	3	5	nt	-13	-1	-10	nt
miR122 inh	2	-1	-2[16.7 µM]	18[16.7 µM]	6	12	0[16.7 µM]	5	1	-1
FN deposit inh	5	-3	nt	-21	4	5	nt	-1	-1	-12

21: CCCCOc1ccc(OCCNS(=O)(=O)N(C)C)cc1
22: CCC(=O)NC(=S)Nc1ccc(NC(=O)COc2ccc(Cl)c(C)c2)cc1
23: COc1cccc(NCc2nnc(SCC(=O)NC3CCS(=O)(=O)C3)n2C2CCCCC2)c1 (centres undefined)
24: CC(C)(C)n1nnnc1C(c1ccnc2ccccc12)N1CCN(C/C=C/c2ccccc2)CC1 (centres undefined)
25: CS(=O)(=O)N(CC(=O)NCC1CCCO1)c1cc(Cl)cc(Cl)c1 (centres undefined)
26: CC(C)n1nc(C(=O)NCc2ccc3c(c2)OCO3)c2ccccc2c1=O
27: COCc1ccc(CN2CCCC(CCC(=O)NCc3ccc(C)o3)C2)o1 (centres undefined)
28: O=S(=O)(c1ccc(F)cc1)N1CCN(C(=S)NCc2ccccc2)CC1
29: CCC(=O)N1CC2(C1)CN(Cc1cccc(F)c1)[C@@H](CO)c1c2c2ccc(OC)cc2n1C
30: CCc1ccc(S(=O)(=O)Nc2nnc(N)s2)cc1
Screen / compound no.	21	22	23	24	25	26	27	28	29	30
PGC1a acetyl inh	-9	nt	nt	-9	9	nt	15	2	1	9
EWS-Fli inh	-32	7	-3	4	3	17	5	4	16	1
Casp6 inh	3	1	3	0	0	0	-6	3	nt	1
PAX8 reporter	nt	12	12	1	nt	13	6	-4	-1	4
Cneo AK release	-1	nt	2	-3	-3	nt	-1	nt	nt	-2
LGR2 inh	-15	nt	-17	-4	-6	-1	10	6	-2	-2
miR122 inh	-2	nt	nt	-8	-4	nt	10	13	nt	-8
FN deposit inh	nt	-2	14	nt	nt	-8	nt	-5	nt	4

31: O=C(CN(C1CCCCC1)S(=O)(=O)c1ccccc1)NCc1ccco1
32: CCOC(=O)/C(=N\Nc1cc(C(F)(F)F)ccc1Cl)N(CC)CC
33: C=CCN1C(=O)C(CC(=O)Nc2ccc(OCCC)cc2)N(CCCN2CCN(Cc3ccccc3)CC2)C1=S (centres undefined)
34: O=C(NC1CCCCCC1)c1cc(-c2ccccn2)nc2ccccc12
35: C[C@@H]1CN([C@@H](C)CO)S(=O)(=O)c2ccc(C3=CCCCC3)cc2O[C@@H]1CN(C)S(=O)(=O)c1ccc(F)cc1
36: CCCCN(C)C(=O)C1CCC(CNS(=O)(=O)c2ccc3c(c2)CC(C)N3C(=O)C2CC2)CC1 (centres undefined)
37: COc1cc(C(=O)Nc2c(C)cc(C)cc2C)c([N+](=O)[O-])cc1OC
38: O=C(CC1CC1)N1[C@@H](CO)[C@@H]2c3ccccc3N(S(=O)(=O)c3ccccc3)C[C@@H]21
39: Cc1noc(C)c1COC(=O)Cc1ccc(Cl)cc1
40: C[C@@H]1CN([C@H](C)CO)C(=O)c2cc(C#C[C@@H](C)O)cnc2O[C@@H]1CN(C)C(=O)Cc1ccccn1
Screen / compound no.	31	32	33	34	35	36	37	38	39	40
PGC1a acetyl inh	-3	4	-15	-2	-3	-13	nt	-10	-4	6
EWS-Fli inh	nt	nt	24	7	16	6	-9	-1	nt	-4
Casp6 inh	nt	nt	1	1	1	5	0	3	nt	1
PAX8 reporter	nt	8	32	-14	nt	17	1	-9	-14	nt
Cneo AK release	0	-1	nt	1	-8	0	nt	1	0	5
LGR2 inh	nt	nt	7	29	16	-9	15	-9	nt	-4
miR122 inh	1	-1	nt	2	15[16.7 µM]	0	nt	8[16.7 µM]	1	6[16.7 µM]
FN deposit inh	2	-2	nt	-10	nt	3	7	nt	6	-5

Sorted by number of heavy atoms (ascending): some entries from above
32: CCOC(=O)/C(=N\Nc1cc(C(F)(F)F)ccc1Cl)N(CC)CC
37: COc1cc(C(=O)Nc2c(C)cc(C)cc2C)c([N+](=O)[O-])cc1OC
38: O=C(CC1CC1)N1[C@@H](CO)[C@@H]2c3ccccc3N(S(=O)(=O)c3ccccc3)C[C@@H]21
36: CCCCN(C)C(=O)C1CCC(CNS(=O)(=O)c2ccc3c(c2)CC(C)N3C(=O)C2CC2)CC1 (centres undefined)
33: C=CCN1C(=O)C(CC(=O)Nc2ccc(OCCC)cc2)N(CCCN2CCN(Cc3ccccc3)CC2)C1=S (centres undefined)
Screen / compound no.	32	37	38	36	33
PGC1a acetyl inh	4	nt	-10	-13	-15
EWS-Fli inh	nt	-9	-1	6	24
Casp6 inh	nt	0	3	5	1
PAX8 reporter	8	1	-9	17	32
Cneo AK release	-1	nt	1	0	nt
LGR2 inh	nt	15	-9	-9	7
miR122 inh	-1	nt	8[16.7 µM]	0	nt
FN deposit inh	-2	7	nt	3	nt

Following part:
41: CC(C)(C)[C@]1(O)CCN2C[C@H]3c4ccccc4CCc4cccc(c43)[C@@H]2C1
42: CCOC(=O)C1(CC2CC2)CCN(Cc2cnc(N(C)C)s2)CC1
43: CN(C)c1ccc2c(c1)[C@H]1C[C@H](CC(=O)NCCN3CCCCC3)O[C@@H](CO)[C@H]1O2
44: CC(N=C1NS(=O)(=O)c2ccccc21)C(=O)N1CCc2ccccc2C1 (centres undefined)
45: COc1ccccc1CCNS(=O)(=O)c1cn(C)c(=O)n(C)c1=O
46: N#C[C@@H]1[C@H](c2ccc(C3=CCCC3)cc2)[C@@H](CO)N1C(=O)C1CCCC1
47: CN1CCN(C(=O)C[C@@H]2CC[C@@H]3[C@H](COC[C@@H](O)CN3C(=O)C3CCOCC3)O2)CC1
48: CCOC(=O)C(=Cc1cn(C)c2ccc(S(=O)(=O)N(C)C)cc12)C(=O)OCC
49: O=C(Cn1cnc2ccc(Cl)cc2c1=O)c1cccs1
50: Cc1nc2c(C)cccc2cc1C(=O)N/N=C/c1ccc(C(=O)O)cc1
51: C[C@@H]1CCCCO[C@H](CN(C)S(=O)(=O)c2ccccc2)[C@H](C)CN([C@@H](C)CO)C(=O)c2cc(NS(=O)(=O)c3cccs3)ccc2O1
Screen / compound no.	41	42	43	44	45	46	47	48	49	50	51
PGC1a acetyl inh	-2	-12	0	1	4	0	0	-2	-8	-2	-4
EWS-Fli inh	5	8	-2	-18	4	-9	8	4	nt	-9	6
Casp6 inh	2	1	-84	8	2	1	1	-1	nt	7	-3
PAX8 reporter	24	-2	-3	-22	1	23	-7	12	nt	12	-24
Cneo AK release	0	1	0	1	nt	62	0	0	2	nt	48
LGR2 inh	25	-3	2	-5	2	-5	-8	45	-11	13	8
miR122 inh	5	0	-4[16.7 µM]	-6	nt	nt	2[16.7 µM]	-1	2	-3	-9[16.7 µM]
FN deposit inh	-4	-3	nt	-1	-1	7	-4	-11	nt	-10	-1
